Source: PubChem (National Center for Advancing Translational Sciences (NCATS))
RXFP1 ag: qHTS Assay for Agonists of the Relaxin Receptor RXFP1 | 0.3% of 370,000 active | AID 2676, 2010 | HEK293T-RXFP1 cAMP TR-FRET, 30 min; response scale: percent of porcine relaxin response, buffer zero | Potency, µM (titrated, usually from 57.5 µM), inactives show top-dose activation, hits mostly activators; further: on the % scale 0 is the no-effect control and ±100 the full control effect; nearly all actives have a fitted effect of over 60% in size; many of its hits are not listed in these tables
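Agonist response is measured as cAMP accumulation in an RXFP1-transfected HEK293T line under PDE4 inhibition. Values are scaled between buffer-only and 29 nM porcine relaxin, and EC50s come from standard Hill equation fits.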
TrxR1 inh: qHTS Assay for Inhibitors of Mammalian Selenoprotein Thioredoxin Reductase 1 (TrxR1): qHTS; Thioredoxin reductase 1, cytoplasmic (Rattus norvegicus), O89049; recombinant rTrxR1, NADPH fluorescence consumption, selenite substrate; Potency, µM (series often up to 114 µM), inactives show top-dose activity change, negative = inhibition, actives largely listed as inhibitors; 1% of 390,000 active; AID 588453, 2011; further: on the % scale 0 is the no-effect control and ±100 the full control effect; nearly all actives have a fitted effect of over 65% in size
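Rat TrxR1 (90 nM in the dispensed reagent) was pre-reduced with 400 uM NADPH for 5 min at room temperature, then incubated with compound for 15 min. After 400 uM selenite was added, NADPH fluorescence (Ex 340/Em 450 nm) was followed for 8 min.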
Vif-A3G inh: qHTS for Inhibitors of Vif-A3G Interactions: qHTS; DNA dC->dU-editing enzyme APOBEC-3G (Homo sapiens), Q9HC16; HeLa A3G-eYFP + Vif (tagged APOBEC3G with the HIV-1 protein that degrades it), YFP fluorescence, overnight; Potency, µM (highest dose often 46.1 µM), inactives show at the highest dose activity, negative = active, most hits filed as inhibitors; 0.076% of 410,000 active; AID 602310, 2012;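 further: on the % scale 0 is the no-effect control and ±100 the full control effect; nearly all actives have a fitted effect of over 60% in size; hits raise eYFP signal because A3G escapes Vif-driven loss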
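Read-out is eYFP fluorescence (Ex 488/Em 500-530) from Vif-expressing HeLa A3G-eYFP cells; more signal means A3G escaped Vif-mediated degradation. Cells plated overnight, compound pinned in, incubated overnight at 37 deg C.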
TrxR1 substrate: qHTS Assay for Substrates of Mammalian Selenoprotein Thioredoxin Reductase 1 (TrxR1): qHTS | AID 588456, 2011 | Thioredoxin reductase 1, cytoplasmic (Rattus norvegicus), O89049 | Potency, µM (top dose mostly 114 µM), for inactives: at the top dose activity change, negative = substrate turnover | purified TrxR1 substrate turnover, NADPH consumption readout | 0.01% of 390,000 active; further: on the % scale 0 is the no-effect control and ±100 the full control effect; nearly all actives have a fitted effect of over 50% in size
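Rat TrxR1, dispensed at 90 nM, was prereduced with 400 uM NADPH (final) for 5 min at ~22 deg C, then incubated with compound 15 min before 400 uM selenite. A first-read NADPH fluorescence drop versus no-compound background flagged substrates.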
RGS4 inhibitor: Inhibitors of Regulator of G Protein Signaling (RGS) 4: qHTS | 0.039% of 390,000 active | AID 504845, 2011 | Regulator of G-protein signaling 4 (Homo sapiens), P49798 | Potency, µM (series often up to 114 µM), for the others: at the top dose activity change, negative = inhibition, usual class: inhibitors | Transcreener GDP fluorescence polarization, RGS4-accelerated GTP hydrolysis; further: on the % scale 0 is the no-effect control and ±100 the full control effect; nearly all actives have a fitted effect of over 75% in size; some results filed as inactive show a strong effect at the top dose
Target sequence (P49798 whole entry, looked up): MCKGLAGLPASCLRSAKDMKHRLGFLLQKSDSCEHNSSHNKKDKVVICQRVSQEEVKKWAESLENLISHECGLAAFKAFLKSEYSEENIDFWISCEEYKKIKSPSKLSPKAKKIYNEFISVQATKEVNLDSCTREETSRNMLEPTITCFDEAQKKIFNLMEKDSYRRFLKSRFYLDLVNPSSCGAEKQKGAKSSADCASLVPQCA
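MLSMR compounds (23 nl, pin-transferred) preincubated 10 min at room temperature with a 500nM (2x) first reagent, then RGS4 at 900nM (2x) plus Transcreener GDP mix added; fluorescence polarization (620/688 nm) read before and after 90 min at 30 °C.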
Vif-APOBEC3F blk: qHTS for Inhibitors of Vif-A3F Interactions: qHTS | HeLa A3F-eYFP + Vif (tagged APOBEC3F with the HIV-1 protein that degrades it), YFP fluorescence increase | Potency, µM (doses to about 46.1 µM), for inactives: top-dose activity, negative = active | 0.2% of 390,000 active; further: % of control where 0% means no effect; nearly all actives have a fitted effect of over 65% in size
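Fluorescence increase (Ex 488/Em 500-530) after overnight compound treatment at 37 deg C flags inhibition of Vif-driven A3F-eYFP loss in stable HeLa A3F-eYFP/Vif cells seeded overnight beforehand.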
IDH1 R132H inh: qHTS for Inhibitors of mutant isocitrate dehydrogenase 1 (IDH1): qHTS. Isocitrate dehydrogenase [NADP] cytoplasmic (Homo sapiens), O75874. IDH1-R132H enzyme, NADPH consumption, diaphorase/resazurin fluorescence. Potency, µM (doses to about 76.6 µM), inactives show at the highest dose activity change, negative = inhibition, hits mostly inhibitors. 0.093% of 390,000 active. AID 602179, 2012; further: on the % scale 0 is the no-effect control and ±100 the full control effect; nearly all actives have a fitted effect of over 65% in size
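IDH1-R132H (0.5 ug/mL) preincubated 30 min with compound, then NADPH (0.016 mM) and alpha-KG (2 mM) added; 80 min at RT, pH 7.5. Remaining NADPH coupled via diaphorase/resazurin to fluorescence (540/590 nm); concentration-response curves normalized to no-enzyme control.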
12-LOX inh: Primary qHTS assay for inhibitors of human arachidonate 12S-lipoxygenase (ALOX12): Round 2; Polyunsaturated fatty acid lipoxygenase ALOX12 (Homo sapiens), P18054; purified 12hLO, xylenol orange hydroperoxide absorbance; Potency, µM (top dose mostly 108 µM), for inactives: top-dose activity change, negative = inhibition, most hits filed as inhibitors; 1.1% of 580,000 active; AID 1671190, 2021; further: on the % scale 0 is the no-effect control and ±100 the full control effect
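Hydroperoxide product was detected by ferrous iron/xylenol orange as the 573 to 405 nm absorbance ratio. Arachidonic acid at 40 uM (final) was turned over for 30 min at room temperature by 150 nM human 12hLO, pH 7.0 Hepes buffer, after 15 min compound preincubation.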
USP1-UAF1 inh: Inhibitors of USP1/UAF1: Primary Screen. 0.23% of 390,000 active. Ubiquitin carboxyl-terminal hydrolase 1 (Homo sapiens), O94782. Potency, µM (top dose mostly 57.1 µM), for inactives: at the top dose activity change, negative = inhibition, hits mostly inhibitors. AID 743255, 2014. recombinant USP1/UAF1, Ub-Rhodamine cleavage fluorescence; further: on the % scale 0 is the no-effect control and ±100 the full control effect; nearly all actives have a fitted effect of over 60% in size; inactives centre near -12
Target sequence (O94782 whole entry, looked up): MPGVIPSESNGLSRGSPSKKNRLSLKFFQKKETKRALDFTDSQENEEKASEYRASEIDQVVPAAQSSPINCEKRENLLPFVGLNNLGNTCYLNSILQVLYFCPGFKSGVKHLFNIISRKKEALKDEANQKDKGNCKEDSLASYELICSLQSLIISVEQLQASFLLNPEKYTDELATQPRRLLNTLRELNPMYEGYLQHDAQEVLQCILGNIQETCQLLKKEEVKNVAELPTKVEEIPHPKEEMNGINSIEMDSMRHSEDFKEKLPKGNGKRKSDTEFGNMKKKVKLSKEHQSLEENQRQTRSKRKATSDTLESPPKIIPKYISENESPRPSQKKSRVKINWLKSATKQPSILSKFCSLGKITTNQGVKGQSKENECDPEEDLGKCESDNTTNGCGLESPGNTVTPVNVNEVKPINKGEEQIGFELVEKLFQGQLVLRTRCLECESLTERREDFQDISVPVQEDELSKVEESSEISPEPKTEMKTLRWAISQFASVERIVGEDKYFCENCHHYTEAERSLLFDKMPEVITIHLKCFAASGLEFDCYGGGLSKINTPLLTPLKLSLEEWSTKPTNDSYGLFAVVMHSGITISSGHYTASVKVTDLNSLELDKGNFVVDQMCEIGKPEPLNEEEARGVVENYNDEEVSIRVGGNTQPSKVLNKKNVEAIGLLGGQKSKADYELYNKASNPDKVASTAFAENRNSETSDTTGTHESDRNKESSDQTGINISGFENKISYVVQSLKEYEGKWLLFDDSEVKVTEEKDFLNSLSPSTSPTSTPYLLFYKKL
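USP1/UAF1 complex (1 nM) preincubated 15 min at room temperature with compound, then Ub-Rho substrate (150 nM final) added. Kinetic fluorescence at 480/540 nm over 6 reads at 60 s intervals; 50 mM HEPES pH 7.8, 0.5 mM EDTA, 0.1 mg/ml BSA, 1 mM TCEP, 0.01% Tween-20.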
The depositor's hits bear a star; ? = inconclusive; / = not tested or not shown; & = joins results of further samples; [ ] = another dose, or the depositor's remark. The call rests on the fitted dose curve; in most records, active means well fitted curve in the direction sought with a large enough effect; inconclusive means small, poorly fitted or top-dose-only effect, or another doubt; inactive means no such curve, though single readings can be large; an effect the other way counts as inactive or inconclusive. Potency means the concentration at half of the fitted maximal effect. This is a subset (hit frequency here may not be typical).

Order of results – Vif-APOBEC3F blk | RGS4 inhibitor | IDH1 R132H inh | Vif-A3G inh | RXFP1 ag | USP1-UAF1 inh | TrxR1 inh | 12-LOX inh | TrxR1 substrate
Cc1ccc(O)c(NC(=O)c2ccc3c(c2)C(=O)N(Cc2cccnc2)C3=O)c1
    -2% | -19% | 3% | -6% | 2.7% | -16% | -15% | 10% | -8%
S=C(NCc1ccco1)N/N=C/c1ccccc1Cl
    -1% | 2% | -1% | -7% | 3.4% | -14% | -15% | ? | -7%
COc1cc2c(cc1OC)C1=NC(=O)CN1C(SCc1ccc(C)cc1)=N2
    5% | 6%[11.4 µM] | 1% | 0% | 17% | -15% | 21%[57.1 µM] | ? | 10%[57.1 µM]
CC(=O)NC(CC(=O)OC(C)C(=O)Nc1ccc(Cl)cn1)c1ccccc1 (stereo not given)
    2% | -40% | 9% | 4% | 2.3% | -12% | 1% | -1% | 0%
CCNc1cc(N2CCN(S(=O)(=O)c3ccc4c(c3)CCCC4)CC2)ccc1[N+](=O)[O-]
    0% | 10% | 6% | 2% | -0.2% | -19% | 11% | 0% | 0%
Cc1cc2nc(-c3ccc(OCc4ccccc4C)cc3)cc(C(F)(F)F)n2n1
    -5% | 7% | 9% | 3% | 1.6% | -20% | 30% | -20% | 12%
CC(CN1CCN(C)CC1)OC(=O)c1ccccc1Cl (stereo not given)
    -2% | ? | 0% | 1% | -0.7% | -17% | 3% | ? | -2%
CCOc1cnc(C(=O)NNC(=O)c2ccccc2Br)o1
    1% | -43% | 4% | -2% | 5.6% | -5% | 4%[57.1 µM] | 23% | 6%[57.1 µM]
O=[N+]([O-])c1cc(Cl)ccc1-c1nc(-c2ccncc2)no1
    0% | 22% | 2% | -4% | -0.9% | -14% | 6%[57.1 µM] | 1% | 5%
COc1ccccc1CN(CC(=O)NCc1ccc(F)cc1)C(=O)c1csnn1
    3% | -5% | -3% | 1% | -0.2% | -16% | 15% | -16% | 3%
CC(C)(O)CC[C@@H](O)[C@](C)(O)[C@H]1CC[C@@]2(O)C3=CC(=O)[C@@H]4C[C@@H](O)[C@@H](O)C[C@]4(C)[C@H]3CC[C@]12C
    0% | -6% | -8% | -5% | 0.0% | -24% | 17% | -2% | 7%
CCOc1ccc(CCNC(=O)COC(=O)Cn2cnc3c2c(=O)n(C)c(=O)n3C)cc1OCC
    3% | -5% | 2% | 0% | 8.9% | -22% | 7% | -19% | 2%
O=C(O)c1cccc(N2C(=O)c3ccc4c5c(ccc(c35)C2=O)C(=O)N(c2cccc(C(=O)O)c2)C4=O)c1
    -3% | -27% | 17% | 2% | 9.1% | -17% | 10% | -29% | -15%
CC(=O)c1ccc(N2CCN(C(=O)c3ccc(Cn4c(=S)[nH]c5ccc(N6CCOCC6)cc5c4=O)cc3)CC2)cc1
    -1% | -21% | 0% | 0% | 16% | -17% | 10%[57.1 µM] | -1% | 8%[57.1 µM]
Cc1cc(OC(=O)c2cccc(F)c2)c([N+](=O)[O-])c(=O)[nH]1
    7% | -12% | 4% | 2% | 1.2% | -11% | 5% | -11% | -3%
COc1ccc2nc(C)c3c(c2c1)OC(C)C3 (stereo not given)
    0% | -19% | 4% | 0% | 1.1% | -22% | 0% | 17% | 33%
CCCCOc1ccc(CSc2nnc(C)n2N)cc1[N+](=O)[O-]
    1% | -43% | 1% | 0% | -0.2% | 6% | 12%[57.1 µM] | -3% | -24%[57.1 µM]
COc1ncnc(OC)c1NC(=O)c1ccc(F)cc1
    -4% | -3%[11.4 µM] | 1% | -1% | 3.1% | -15% | -6% | 0% | 7%[57.1 µM]
CCc1ccc(CNC(=O)C2CCCN(c3nnc(C)c4c(C)n(-c5ccc(OC)cc5)nc34)C2)cc1 (stereo not given)
    4% | 3% | 3% | -30% | 3.3% | ? | 30% | -16% | 20%
CCOC(=O)c1cc(=O)n2nc(-c3ccccc3F)nc2s1
    -15% | ? | -6% | -9% | 1.6% | 2% | 11µM* | -5% | 1%[57.1 µM]
Nc1nc2c(nc(Br)n2[C@@H]2O[C@@H]3COP(=O)(O)O[C@H]3[C@H]2O)c(=O)[nH]1
    6% | 4% | 0% | 1% | / | -13% | -18% | -4% | -13%
CN(c1ccccc1)c1ccc(/C=N/N2CCOCC2)cc1
    -14% | 12% | 5% | -8% | 0.3% | -23% | ? | -9% | -12%[57.1 µM]
O=C(C[n+]1cc(-c2ccccc2)n2c1CCC2)Nc1nc(-c2ccc(F)cc2)cs1
    -1% | -19% | -6% | 0% | 0.4% | -5% | -19% | ? | -10%
COc1cc2cc(C(=O)O)[nH]c2c(OC)c1OC
    4% | -3% | 0% | 0% | 2.3% | -28% | 50%[activator] | -16% | 112%[activator]
Cc1cc(Cl)ccc1OC(C)C(=O)NC(C)C1CCCO1 (stereo not given)
    -10% | -18% | 0% | 0% | -0.5% | -17% | 20% | -13% | 7%
Cc1cc(C(=O)CN2C(=O)NC(C)(c3ccccc3)C2=O)c(C)n1CC1CCCO1 (stereo not given)
    15% | -1% | 0% | 1% | 0.3% | -15% | 5% | / | 8%[57.1 µM]
Cc1cc(C(=O)N/N=C/c2ccncc2)c(C)o1
    10% | -30% | 6% | 1% | 1.5% | -2% | -15%[2.29 µM] | 9% | -2%[57.1 µM]
CCOC(=O)c1cccc(-c2ccc(C=O)o2)c1
    -4% | -8% | 7% | 1% | 1.6% | -1% | ? | -11% | -6%
CCc1ccccc1N(CC(=O)NCCc1ccccc1)C(=O)CCC(=O)Nc1ccccn1
    -6% | -31% | 8% | -10% | 3.5% | -3% | 1%[57.1 µM] | -1% | 1%[57.1 µM]
O=C(c1ccc(Cl)cc1)N1CCC2CC1c1cc(-c3ccccc3)ccc12 (stereo not given)
    -7% | -14% | 1%[38.3 µM] | 1% | / | -27% | 25% | -14% | 3%
Cc1onc(-c2ccccc2Cl)c1C(=O)NCc1cccnc1
    -7% | 4% | -3% | -1% | 0.2% | 3% | 2% | -27% | 9%[57.1 µM]
Cc1ccc2oc(C(=O)N(Cc3ccc(N(C)C)cc3)CC3CCCO3)c(C)c2c1 (stereo not given)
    -6%&-1% | 2%&11% | 10%&4% | -5%&4% | 0.0%&-0.4% | -9%&0% | 7%&11% | 8%&-21% | -2%&-10%
O=C(Nc1ccc(C(F)(F)F)cc1)c1cc(S(=O)(=O)NC2CCCCC2)ccc1F
    -11% | 17% | -4% | ? | 2.1% | -35% | 22%[57.1 µM] | -27% | -1%[57.1 µM]
Cc1nn(CC(=O)c2ccc3c(c2)OCCO3)c(=O)c(C#N)c1C
    -5% | -7% | -3% | 1% | / | ? | 3% | -8% | 1%
CN1C=CC=C/C1=C1/N=C(c2ccccc2)OC1=O
    -5% | 16% | 6% | 2% | 1.4% | 1% | -9% | -16% | -9%
CCc1ccc(NC(=O)/C(C#N)=C/c2cc3ccc(C)cc3nc2N2CCOCC2)cc1
    7.9µM* | -3% | 2% | -14% | 10.0% | -22% | -13%[11.4 µM] | -18% | -7%[11.4 µM]
CC(C)(C)c1ccc(S(=O)(=O)N2CCC(c3ccncc3)CC2)cc1
    2% | 25% | -24% | -11% | 0.5% | -8% | 0%[57.1 µM] | -7% | -9%[57.1 µM]
O/N=C1/CCc2nonc2/C1=N/O
    0% | ? | -1% | -9% | 2.2% | -6% | 33%[57.1 µM] | 12% | 13%
Cc1ccc(CS(=O)Cc2ccc(C(=O)NCC(C)c3ccccc3)o2)cc1 (stereo not given)
    1% | -3%[56.9 µM] | 5% | 1% | -0.4% | -21% | -14% | -15% | 4%
CCOc1ccc(NC(=O)COC(=O)Cn2cnnn2)cc1OCC
    -2% | -2% | 8% | 0% | -0.4% | -12% | 14% | -10% | 5%
CCOC(=O)c1nc(C)n(-c2ccc(Cl)cc2Cl)n1
    -2% | -2% | 7% | -3% | -0.2% | -10% | 0% | / | 0%
